Screens (PubChem BioAssay)
Growth percent in the NCI-60 one-dose screen (48 h, 10 µM unless noted): 100 = growth as untreated, 0 = no growth, -100 = all killed.
HOP-92: HOP-92 NSCLC cells; AID 1794738; 6.3% of 71,000 active
EKVX: EKVX NSCLC | 3% of 71,000 active | AID 1794765
HOP-62: HOP-62 NSCLC. 3.9% of 80,000 active. AID 1794735
CCRF-CEM: CCRF-CEM leukemia; 7% of 77,000 active; AID 1794778
A549/ATCC: A549/ATCC NSCLC; 3.7% of 81,000 active
RPMI-8226: RPMI-8226 leukemia cells. 7.5% of 77,000 active
MOLT-4: MOLT-4 leukemia cells; 6.9% of 80,000 active
SR: SR leukemia cells. 8.7% of 73,000 active. AID 1794780
An asterisk follows results filed as active; nt = not tested or not shown; & = joins results of further samples; ! = repeats disagree. How the source made its calls: active means growth percent below 10; inactive means the rest.

SMILES	HOP-92	EKVX	HOP-62	CCRF-CEM	A549/ATCC	RPMI-8226	MOLT-4	SR
Cc1cc(Cl)ccc1NCN1C(=O)c2ccccc2C1=O	nt	nt	106	37	93	69	77	nt
COc1ccc(C2=NN(c3ccc(S(N)(=O)=O)cc3)C(c3cn(-c4ccccc4)nc3-c3ccc(Cl)cc3)C2)cc1 (stereo not given)	110	nt	95	73	75	78	69	78
ClCCCN1CCCCC1	104	94	104	99	97	nt	113	104
CCC1(c2ccccc2)NC(=O)N(CC(=O)NCC(=O)Nc2ccc(Br)cc2C)C1=O (stereo not given)	96	100	82	99	104	116	93	101
Cc1ccccc1C(OCCN(C)C)c1ccccc1 (stereo not given)	111	94&96	103&97	85	103&101	103	89&117	91
O=C1NCCN1Cc1ccccc1	76	115	103	130	107	123	93	85
CCCCOC(=O)c1ccccc1Cl	81	110	106	105	108	105	95	96
CCOC(=O)/C(C#N)=C\c1ccc(OCC)c(OCC)c1	117	100	101	103	102	96	100	94
CCc1ccc2c(c1)CCC2	85	96	96	101	88	103	100	96
CC(=O)OCCC/C(=C/c1cc2ccccc2c2ccccc12)[N+](=O)[O-]	-76*	-32*	-61*	-36*	-95*	nt	-29*	-46*
COc1ccc(-c2n[nH]nc2-c2csc3ccccc23)cc1OC	42	46	25	23	32	35	11	21
O=S(=O)(NCCNc1nccc(-c2c(-c3ccc(F)c(O)c3)nc3occn23)n1)c1ccc(Cl)cc1	70	104	101	71	78	85	84	76
O=S(=O)(OCCCCCCOS(=O)(=O)c1ccc(F)cc1)c1ccc(F)cc1	81	91	81	99	69	92	92	83
CC1CC(C(C)(C)C)C(=O)C(C(C)(C)C)C1 (stereo not given)	85	101	105	nt	100	111	104	101
COc1cc(-c2noc(C(Cc3ccccc3)NC(=O)OCc3ccccc3)n2)cc(OC)c1OC (stereo not given)	38	76	91	95	90	81	90	76
CCCCCCCCCCCCCCCc1ccc(C(=O)C[n+]2ccccc2)cc1	-87*	-52*	-99*	-62*	-95*	-62*	-76*	nt
Cc1cc2c(C(C)C)c(O)c(O)c(C=NC3CCCCC3)c2c(O)c1-c1c(C)cc2c(C(C)C)c(O)c(O)c(C=NC3CCCCC3)c2c1O	109	89	100	89	97	85	94	92
COc1cc2c(cc1I)-c1c(cc(OC)c(OC)c1OC)CC[C@@H]2NC(C)=O	44	45	15	22	28	36	24	nt
NC(N)=NS(=O)(=O)c1ccc(N=Nc2c(N)[nH][nH]c2=O)cc1	120	106	108	127	108	111	104	119
O=C1CC(c2ccccc2)=NN1c1ccccc1	71	109	122	101	95	81	117	100

2 entries drawn at random from the list so far, as already listed:
SMILES	HOP-92	EKVX	HOP-62	CCRF-CEM	A549/ATCC	RPMI-8226	MOLT-4	SR
O=S(=O)(OCCCCCCOS(=O)(=O)c1ccc(F)cc1)c1ccc(F)cc1	81	91	81	99	69	92	92	83
CC(=O)OCCC/C(=C/c1cc2ccccc2c2ccccc12)[N+](=O)[O-]	-76*	-32*	-61*	-36*	-95*	nt	-29*	-46*

Later entries:
SMILES	HOP-92	EKVX	HOP-62	CCRF-CEM	A549/ATCC	RPMI-8226	MOLT-4	SR
COc1cc2c3cc(C(=O)O)sc(=O)c3n(C)c2cc1OC	105	87	89	105	91	93	94	93
CCOC(=O)/C=C/c1ccc([N+](=O)[O-])cc1	92	114	98&113	100&97	91	105&95	104&91	115&100
COc1cc2oc(-c3cccc(NC(=O)[C@H](CC(C)C)NC(=O)OC(C)(C)C)c3)cc(=O)c2c(OC)c1OC	50	85	111	61	83	47	57	51
CCCCc1c(Nn2cnnn2)no[n+]1[O-]	46	54	82	32	66	46	23	37
O=C(CCl)N(O)c1ccc(/C=C/c2ccccc2)cc1	82	82	96	-4.7*!	65&90	66&73	7.1*!	11
CO[C@@H]1C=C2[C@H]3CC(C)(C)C(=O)C[C@]3(C(=O)O[C@@H]3O[C@H](CO[C@@H]4O[C@H](CO)[C@@H](OC5OC(C)C(O)C(O)C5O)[C@H](O)[C@H]4O)[C@@H](O)[C@H](O)[C@H]3O)CC[C@@]2(C)[C@]2(C)CC[C@H]3C(C)(C)C(=O)CC[C@]3(C)[C@@H]12 (stereo not given in full)	59	93	84	77	88	63	67	80
Cc1ccc(S(=O)(=O)c2ccc(C)c([N+](=O)[O-])c2)cc1[N+](=O)[O-]	nt	106	101	80	104	90	90	96
CC(=O)CC(=O)Nc1cccc2ccccc12	93	126	101	100	113	102	103	101
COc1ccc(C/C(=C(\C)c2ccc(OCCN3CCCC3)cc2)c2ccc(OCCN3CCCC3)cc2)cc1	26	81	80	0.6*	69	-21*	-17*	-33*
c1ccc(Sc2nnc(-c3ccccc3)o2)cc1	101	94	98	nt	89	101	100	91
O=C(NS(=O)(=O)c1ccc2ccccc2c1)n1ccc2cc(Br)cnc21	115	100	103	111	110	109	96	94
OC(COc1ccccc1)CN1CCN(c2ccccc2)CC1 (stereo not given)	105	106	105	103	110	111	94	nt
CC(C)(C)CC(C)(C)c1ccc(C(=O)O)cc1	nt	98	109	81	100	101	104	95
COc1ccc2nc3cc(Cl)ccc3c(NCCNc3c4ccc(Cl)cc4nc4ccc(OC)cc34)c2c1	-73*	-83*	-80*	-11*	-74*	-34*	-76*	-30*
CC(=O)c1ccc(CCc2ccc(C(C)=O)cc2)cc1	nt	115	119	85	94	82	88	99
Oc1ccccc1/C=N/N=C/c1c(O)ccc2ccccc12	67	72	nt	7.8*	96	97	58	55
CC1(C)N=C(N)N=C(N)N1c1ccc(Cl)c(Cl)c1	72	53	16	32	30	48	35	39
NS(=O)(=O)c1ccc(CN2C(=O)c3ccc(C(=O)O)cc3C2=O)cc1	91	104	101	98	94	104	96	94
C=CC(=O)N[C@H](/C=C/C(=O)O)Cc1ccc(-c2cc(Cl)cc(Cl)c2)cc1	94	97	87	95	85	98	100	90
COc1ccc(-c2cc(Cc3ccc(O)c(OC)c3)c(=O)[nH]n2)cc1	67	95	81	96	84	82	88	88
CCOC(=O)c1ccc2nc(-c3c(C)nn(-c4ccccc4)c3N3CCCCC3)[nH]c2c1	102	95	99	82	86	77	78	74
COc1ccccc1/C=C1\Cc2ccccc2C1=O	64	79	78	89	81	72	94	59
Cc1cc2nnn(Cc3cccc(NC(=O)CCCC(=O)O)c3)c2cc1C	100	100	94	98	103	98	98	94
Brc1cc(C2CCCCC2)ccc1OCCCN1CCOCC1	66	81	111	73	99	82	80	64
CCN(CC)CC(=O)Nc1cccc(C(=O)OC(C)C)c1	82	96	92	87	94	105	96	95
CC(=O)Nc1ccc(C(=O)N/N=C/c2ccc(O)cc2)cc1	nt	nt	103	116	98	119	97	109
CCCCCC(=O)c1ccco1	nt	nt	103	nt	100	101	88	90
O=C(c1ccc(O)c(C(=O)N2Cc3ccc(OCCC[P+](c4ccccc4)(c4ccccc4)c4ccccc4)cc3C2)c1)N1Cc2cccc(F)c2C1	nt	70	102	57	100	32	108	54
N#Cc1ccc(-n2nnc3ccccc32)cc1C#N	103	79	95	93	87	101	93	nt
COc1ccc(NC(=O)CSc2nnc(-c3ccc4nc(-c5cc(OC)c(OC)c(OC)c5)[nH]c4c3)o2)cc1	70	105	117	47	105	88	75	101
Cn1c(=O)[nH]c(=O)c2nc3cc(-c4ccc(F)cc4F)oc3nc21	100	103	114	104	92	108	92	109
O=C(N/N=C/c1ccc2c(c1)CCC2)c1cccc([N+](=O)[O-])c1	76	98	93	103	102	91	93	81
CCOC(=O)C(C(=O)CC)C(=O)OCC	105	111	101	104	98	108	99	100
COc1ccc(C2C3=C(CC(C)(C)CC3=O)N(CCc3ccc(S(N)(=O)=O)cc3)C3=C2C(=O)CC(C)(C)C3)cc1	77	102	106	111	106	102	110	92
Cc1ccc(NC(=O)Cn2c(=O)c3ccccc3c(=O)n2-c2ccccc2)cc1	88	84	94	110	89	102	94	97
Cc1ccc2nc(COc3ccc(C(=O)NNC(=O)Nc4ccc(Cl)c(C(F)(F)F)c4)cc3)[nH]c2c1	-23*	77	6.5*	42	17	59	76	17
ICC1CCCCC1	nt	nt	104	nt	106	108	95	83
CC(=O)Cn1c(CN2CCN(C)CC2)nc2ccccc2c1=O	71	98	98	nt	93	91	98	82
Cc1nc2ccc(Cl)cn2c1C(=O)NCc1ccc(OCc2cn(Cc3ccc([N+](=O)[O-])cc3)nn2)cc1	81	77	91	88	90	61	83	nt
CN(C)c1ccc2nc3c(C(=O)O)cc(=O)c(O)c-3oc2c1	100	103	96	99	95	103	99	94

In a second layout: 15 of the compounds above.
| smiles | HOP-92 | EKVX | HOP-62 | CCRF-CEM | A549/ATCC | RPMI-8226 | MOLT-4 | SR |
| --- | --- | --- | --- | --- | --- | --- | --- | --- |
| CC(=O)Nc1ccc(C(=O)N/N=C/c2ccc(O)cc2)cc1 | nt | nt | 103 | 116 | 98 | 119 | 97 | 109 |
| CCCCCC(=O)c1ccco1 | nt | nt | 103 | nt | 100 | 101 | 88 | 90 |
| O=C(c1ccc(O)c(C(=O)N2Cc3ccc(OCCC[P+](c4ccccc4)(c4ccccc4)c4ccccc4)cc3C2)c1)N1Cc2cccc(F)c2C1 | nt | 70 | 102 | 57 | 100 | 32 | 108 | 54 |
| N#Cc1ccc(-n2nnc3ccccc32)cc1C#N | 103 | 79 | 95 | 93 | 87 | 101 | 93 | nt |
| COc1ccc(NC(=O)CSc2nnc(-c3ccc4nc(-c5cc(OC)c(OC)c(OC)c5)[nH]c4c3)o2)cc1 | 70 | 105 | 117 | 47 | 105 | 88 | 75 | 101 |
| Cn1c(=O)[nH]c(=O)c2nc3cc(-c4ccc(F)cc4F)oc3nc21 | 100 | 103 | 114 | 104 | 92 | 108 | 92 | 109 |
| O=C(N/N=C/c1ccc2c(c1)CCC2)c1cccc([N+](=O)[O-])c1 | 76 | 98 | 93 | 103 | 102 | 91 | 93 | 81 |
| CCOC(=O)C(C(=O)CC)C(=O)OCC | 105 | 111 | 101 | 104 | 98 | 108 | 99 | 100 |
| COc1ccc(C2C3=C(CC(C)(C)CC3=O)N(CCc3ccc(S(N)(=O)=O)cc3)C3=C2C(=O)CC(C)(C)C3)cc1 | 77 | 102 | 106 | 111 | 106 | 102 | 110 | 92 |
| Cc1ccc(NC(=O)Cn2c(=O)c3ccccc3c(=O)n2-c2ccccc2)cc1 | 88 | 84 | 94 | 110 | 89 | 102 | 94 | 97 |
| Cc1ccc2nc(COc3ccc(C(=O)NNC(=O)Nc4ccc(Cl)c(C(F)(F)F)c4)cc3)[nH]c2c1 | -23* | 77 | 6.5* | 42 | 17 | 59 | 76 | 17 |
| ICC1CCCCC1 | nt | nt | 104 | nt | 106 | 108 | 95 | 83 |
| CC(=O)Cn1c(CN2CCN(C)CC2)nc2ccccc2c1=O | 71 | 98 | 98 | nt | 93 | 91 | 98 | 82 |
| Cc1nc2ccc(Cl)cn2c1C(=O)NCc1ccc(OCc2cn(Cc3ccc([N+](=O)[O-])cc3)nn2)cc1 | 81 | 77 | 91 | 88 | 90 | 61 | 83 | nt |
| CN(C)c1ccc2nc3c(C(=O)O)cc(=O)c(O)c-3oc2c1 | 100 | 103 | 96 | 99 | 95 | 103 | 99 | 94 |

Next results
SMILES	HOP-92	EKVX	HOP-62	CCRF-CEM	A549/ATCC	RPMI-8226	MOLT-4	SR
Cc1ccc(N)c(C(=O)Nc2cc(C)no2)c1	65	100	105	85	110	79	108	nt
CC1COCC(C)N1C(=O)c1cccnc1 (stereo not given)	nt	103	110	102	99	100	104	91
COc1ncnc(NS(=O)(=O)c2ccc(NC(=O)c3ccccc3F)cc2)c1OC	96	89	97	95	85	109	85	107
O=CN1CCN(Cc2ccccc2)CC1	nt	94	103	109	106	108	106	109
COc1ccc(-c2cs/c(=N\N=C\c3ccc(C#N)cc3)n2-c2ccccc2)cc1	88	74	99	91	91	77	79	92
N#CC1=C(/N=C/c2ccccc2)Oc2c(ccc3ccccc23)C1c1ccccc1Cl (stereo not given)	87	91	87	104	102	95	97	nt
COc1cc(-c2nc(SCCC(C)C)nc(Nc3ccc(Cl)cc3)c2C#N)cc(OC)c1OC	74	61	80	85	38	93	87	67
CC(OC(=O)c1ccccc1C(=O)OC(C)c1ccccc1)c1ccccc1 (stereo not given)	105	102	94	97	96	113	83	99
CCCCCCCCCCCO	92	94	90	94	93	97	104	nt
O=C1C(c2[nH]c3ccc(S(=O)(=O)O)cc3c2O)=Nc2ccc(S(=O)(=O)O)cc21	77	100	96	107	108	106	75	97
COc1ccc2cc(C3=Nc4ccccc4SC3)ccc2c1	89	91	90	98	97	101	113	105
O=S(=O)(Nc1ncccn1)c1ccc(-n2c(-c3ccccc3)nc(-c3ccccc3)c2-c2ccccc2)cc1	109	77	100	76	90	71	92	82
O=C(O)C(Br)C(O)c1ccccc1 (stereo not given)	126	111	121	117	105	114	117	nt
c1ccc(-c2cc3n4c(-c5ccccc5)nn(-c5ccccc5)c4cnc-3n2)cc1	51	nt	102	86	31	85	89	113

Looked up above.
In MOLT-4, `COc1cc(-c2nc(SCCC(C)C)nc(Nc3ccc(Cl)cc3)c2C#N)cc(OC)c1OC` is listed with 87
In HOP-92, `Cc1ccc(N)c(C(=O)Nc2cc(C)no2)c1` is listed with 65
